TDP43 rescue – rescues yeast growth from TDP-43 toxicity. TDP-43 expressing yeast growth rescue, BacTiter-Glo, 24 h. 410,000 compounds, 1.8% hits. AID 652104. Potency, µM (series often up to 46.1 µM), for the others: top-dose growth rescue (activation), usual class: activators; note: % of control where 0% means no effect; nearly all actives have a fitted effect of over 50% in size
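Yeast expressing TDP-43 (pregrown in raffinose, seeded at OD600=0.02 in galactose medium) exposed to compounds 24 hr at 30 deg C. Growth read by BacTiter-Glo luminescence; rescue of toxicity appears as increased signal.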
PTHR1 ag – agonists of human PTHR1 parathyroid hormone receptor. Q03431. HEK293 GP2 PTHR1 cells, GloSensor cAMP luminescence, 1 h. Potency, µM (highest dose often 115 µM), without a hit: at the top dose activation, most hits filed as activators. 410,000 compounds, 0.075% hits. AID 743266; note: nearly all actives have a fitted effect of over 55% in size; some results filed as inactive show a strong effect at the top dose; inactives centre near -15; many of its hits are not listed in these tables
Target sequence (Q03431 whole entry, looked up): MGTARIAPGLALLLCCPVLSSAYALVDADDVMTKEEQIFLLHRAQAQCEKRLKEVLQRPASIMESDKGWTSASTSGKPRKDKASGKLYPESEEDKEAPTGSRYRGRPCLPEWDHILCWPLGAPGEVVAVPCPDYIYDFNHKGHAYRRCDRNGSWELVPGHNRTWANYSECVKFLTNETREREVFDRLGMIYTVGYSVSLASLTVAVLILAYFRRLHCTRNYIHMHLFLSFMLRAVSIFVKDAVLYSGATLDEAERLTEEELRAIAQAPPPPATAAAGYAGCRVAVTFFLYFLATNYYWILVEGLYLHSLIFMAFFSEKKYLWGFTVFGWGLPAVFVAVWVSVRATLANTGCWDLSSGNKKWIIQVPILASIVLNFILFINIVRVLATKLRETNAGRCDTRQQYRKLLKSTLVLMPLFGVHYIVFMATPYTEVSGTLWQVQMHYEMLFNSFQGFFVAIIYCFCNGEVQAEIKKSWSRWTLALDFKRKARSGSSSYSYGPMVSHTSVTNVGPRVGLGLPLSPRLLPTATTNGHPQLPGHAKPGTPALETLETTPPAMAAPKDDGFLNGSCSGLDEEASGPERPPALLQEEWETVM
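HEK-293-derived GP2 cells expressing PTHR1 and a GloSensor cAMP reporter, 3,000/well, plated overnight, given luciferin plus IBMX (each 0.5 mM as added) for 1 h at 37 °C, then compound for 1 h at 37 °C. Luminescence was read after 15 min at room temperature.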
FUS yeast rescue – rescues growth of FUS-expressing yeast. S. cerevisiae FUS-expressing, growth rescue, OD600, 24 h. Potency, µM (titrated, usually from 76.6 µM), inactives show top-dose growth rescue (activation), most hits filed as activators. 390,000 compounds, 0.24% hits. AID 1347120;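 note: plate controls were DMSO vehicle for no effect and reference control for full effect; nearly all actives have a fitted effect of over 55% in size; some results filed as inactive show a strong effect at the top dose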
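Quantitative HTS measuring growth restoration of FUS-toxic yeast. Galactose-induced cells (OD 0.005) were exposed 24hr at 30C to compounds at several concentrations, then absorbance at 600 nm was recorded.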
Numbers without * were called inactive; i = inactive; ? = inconclusive; [ ] = another dose, or the depositor's remark. Calls come from the whole dose curve; as a rule, active = well fitted curve in the direction sought with a large enough effect; inconclusive = small, poorly fitted or top-dose-only effect, or another doubt; inactive = no such curve, though single readings can be large; an effect the other way counts as inactive or inconclusive. Potency is the fitted concentration of half-maximal effect. Only part of the results is shown. The share of hits here may be higher or lower than overall.

Each structure is followed by: TDP43 rescue | PTHR1 ag | FUS yeast rescue
COc1cc(NC(=O)C2CCN(S(=O)(=O)c3c(C)noc3/C=C/c3ccccc3F)CC2)cc(OC)c1OC
 : 26% | i | 20%
Cc1cccc(N(C)c2nc3ccc(C(=O)c4ccccc4)cc3n3c(C)nnc23)c1
 : 12% | -89%[inhibitor] | 23%
CCn1c(=O)n(-c2ccc(F)c(Cl)c2)c(=O)c2c3c(sc21)CN(C(C)=O)CC3
 : 9% | 19% | 14%
CCOC(=O)Cn1c(=O)oc2cc(S(=O)(=O)N3CCN(c4ccc(Cl)cc4)CC3)ccc21
 : -1% | i | 19%
Cc1ccc(NC(=O)Cn2c(=O)n(Cc3nc(-c4ccccc4)no3)c(=O)c3cc4c(cc32)OCO4)c(C)c1
 : -10% | i | 2%
COc1ccc(CNC(=O)CCCc2nnc3n(CCC(C)C)c(=O)c4sccc4n23)cc1
 : -4% | i | 7%
Cc1ccc2nc(NC(=O)CSc3nccn3-c3ccc(Cl)cc3)sc2c1
 : 0% | -22% | -12%
COC(=O)c1cccc(NC(=O)C2CCN(S(=O)(=O)Cc3ccccc3)CC2)c1C
 : 0% | -21% | 2%
CCC(C(=O)Nc1cc(OC)ccc1OC)n1c(C)c2cnn(-c3ccccc3)c(=O)c2c1C (stereo not drawn)
 : 12% | 4% | 45%
CCOC(=O)c1cccc(NC(=O)N2CCC(CN3CCc4ccccc4C3)CC2)c1
 : 3% | -21% | 3%

Brought forward from above: 6 entries; new compounds follow.
Each structure is followed by: TDP43 rescue | PTHR1 ag | FUS yeast rescue
Cc1ccc(NC(=O)Cn2c(=O)n(Cc3nc(-c4ccccc4)no3)c(=O)c3cc4c(cc32)OCO4)c(C)c1
 : -10% | i | 2%
COc1ccc(CNC(=O)CCCc2nnc3n(CCC(C)C)c(=O)c4sccc4n23)cc1
 : -4% | i | 7%
Cc1ccc2nc(NC(=O)CSc3nccn3-c3ccc(Cl)cc3)sc2c1
 : 0% | -22% | -12%
COC(=O)c1cccc(NC(=O)C2CCN(S(=O)(=O)Cc3ccccc3)CC2)c1C
 : 0% | -21% | 2%
CCC(C(=O)Nc1cc(OC)ccc1OC)n1c(C)c2cnn(-c3ccccc3)c(=O)c2c1C (stereo not drawn)
 : 12% | 4% | 45%
CCOC(=O)c1cccc(NC(=O)N2CCC(CN3CCc4ccccc4C3)CC2)c1
 : 3% | -21% | 3%
CC(C)c1ccc2c(c1)NC(c1ccncc1)=NC(c1cccs1)=N2
 : 7% | -17% | 13%
Cc1ccc(-c2cc(-c3coc4ccc(Cl)cc4c3=O)c3c(n2)-c2ccccc2OC3)cc1
 : 15% | -21% | 11%
COc1ccc(Nc2nc(-c3ccccc3)c3cc(Br)ccc3n2)cc1
 : 12% | -40%[inhibitor] | 10%
CCn1c(=N)c(C(=O)NCC2CCCO2)cc2c(=O)n3cc(C)ccc3nc21 (stereo not drawn)
 : 1% | i | -2%
Cc1ccc(NC(=O)Cn2c(=O)c3ccc(Cl)cc3n3nncc23)cc1
 : 23% | -32%[inhibitor] | 4%
CSc1ccc(NC(=O)Cn2nnnc2-c2ccccc2F)cc1
 : 17% | -23% | 1%
O=C(Cn1ncc2c(Cl)cccc21)NCc1cccc(Cl)c1
 : 6%[9.22 µM] | -24% | 0%
CCCCN(c1ccccc1)c1ncnc2c1cnn2-c1cccc(C)c1
 : 18% | -22% | -25%
CCn1c2ccccc2c2cc(CN3CCN(Cc4ccc(Cl)cc4)CC3)ccc21
 : -11% | -22% | 34%
CCc1cccc(NCc2ccccc2-c2nnc(-c3ccccc3Cl)o2)c1
 : -3% | -1% | -13%

The list continues:
Each structure is followed by: TDP43 rescue | PTHR1 ag | FUS yeast rescue
Cc1ccccc1Cn1c(=O)n(CCc2ccccc2)c(=O)c2c(C)c(C)sc21
 : 18% | i | -25%
O=C(OCc1cc(=O)n2nc(C3CCCCC3)sc2n1)c1ccccc1Cl
 : 16% | -12% | 0%
COc1ccc(Cn2nnc3c(=O)[nH]c(C4CCCN(C(=O)c5ccccc5Cl)C4)nc32)cc1OC (stereo not drawn)
 : 19% | -2% | 19%
COc1ccc(NC(=O)C2CCN(S(=O)(=O)c3ccc4[nH]c5c(c4c3)CCCCC5)CC2)cc1
 : 2% | -18% | 10%
O=c1c(S(=O)(=O)c2ccccc2)cn(Cc2cccc(F)c2)c2cc(N3CCCC3)c(F)cc12
 : 26% | 9% | -4%
CN1CCN(C(c2ccccc2Cl)c2sc3nc(-c4ccco4)nn3c2O)CC1 (stereo not drawn)
 : -12% | 25% | -3%
CC1CCc2nc(NC(=O)Cc3ccc(Cl)cc3)sc2C1 (stereo not drawn)
 : ? | -16% | 21%
CCc1cccc(NC(=O)Cc2nc(-c3ccc(OC)cc3)no2)c1
 : 4% | 16% | -2%
O=C(NC1(C(F)(F)F)N=C(c2ccccc2)N(Cc2ccccc2)C1=O)c1ccc(F)cc1 (stereo not drawn)
 : 6% | -4% | -4%
COc1ccc(-c2nc(CNS(=O)(=O)c3ccc(Br)cc3)cs2)cc1
 : 21% | -42%[inhibitor] | 12%

Carrying on.
Each structure is followed by: TDP43 rescue | PTHR1 ag | FUS yeast rescue
Cc1cc(C)cc(NC(=O)c2sc3nc(-c4cc5ccccc5oc4=O)[nH]c(=O)c3c2C)c1
 : -16% | -4% | -29%
COC(=O)c1scc(-c2ccccc2)c1S(=O)(=O)Nc1cccc(C)c1C
 : ? | -97%[inhibitor] | 5%
CC(=O)c1c(C)oc2ccc(N(C(=O)Oc3ccccc3)S(=O)(=O)c3ccc(Br)cc3)cc12
 : 15% | -23% | 4%
CCOC(=O)c1c(S(=O)(=O)NCC(=O)Nc2ccc(C(C)=O)cc2)c(C)n(C)c1C
 : 2% | -3% | 9%
CCN(c1ccccc1)S(=O)(=O)c1nnc(NC(=O)C(C)Oc2ccccc2)s1 (stereo not drawn)
 : 9% | -14% | 4%
COc1ccccc1NC(=O)C1=C(C)Nc2nc(SCc3ccccc3Cl)nn2C1c1ccccn1 (stereo not drawn)
 : -7% | i | 1%
Cc1ccc(C(=O)COC(=O)C(CC(C)C)NC(=O)C2CCC(C)CC2)cc1 (stereo not drawn)
 : -2% | i | 3%
COc1cc(NC(=O)CSc2nc(-c3cccs3)cc(C(F)(F)F)n2)cc(OC)c1OC
 : 5% | -24% | -6%
COc1ccc(Cl)cc1NC(=O)CSC1=Nc2ccccc2C2=NC(CC(=O)NC3CCCCC3)C(=O)N12 (stereo not drawn)
 : 1% | -33%[inhibitor] | 30%
CC(=O)c1ccc(NC(=O)c2ccc3c(c2)nnn3C2CCCC2)cc1
 : 25% | -5% | -14%

Additional results.
Each structure is followed by: TDP43 rescue | PTHR1 ag | FUS yeast rescue
CCCCOc1ccc(C(=O)NCCc2csc3nc(-c4ccccc4F)nn23)cc1
 : 0% | -19% | -5%
c1ccc(Nc2c(-c3ccccc3)nc3ncccn23)cc1
 : 13% | i | -18%
CCCc1cc(=O)[nH]c(Nc2ccc(O)cc2C)n1
 : -4% | -10% | -5%
COc1ccccc1CN(Cc1ccco1)c1cnc(S(C)(=O)=O)nc1C(=O)Nc1ccccc1Cl
 : 13% | -15% | 32%
COc1cc(OC)c(NC(=O)Cn2c(SCc3ccccc3F)nc3cccnc32)cc1Cl
 : 22% | i | -3%
CSc1ccc(CCNC(=O)c2cc(C)nc3c2c(C)nn3-c2cccc(F)c2)cc1
 : 0%[9.22 µM] | i | -14%
Cc1ccc2c(c1)N(CCCC(=O)NCc1cccc(F)c1)C(=O)CO2
 : 28% | ? | -6%
CCOC(=O)c1cc(-c2ccc(C)cc2)n(CCC(=O)NCc2ccccc2)c1C
 : 16% | -6% | -3%
CC(C)Oc1ccc(C(=O)NCC(c2ccc(N(C)C)cc2)N2CCCC2)cc1 (stereo not drawn)
 : 20% | -21% | -6%
COc1ccc(CCNC(=O)c2ccc3c(c2)N(Cc2ccc(F)cc2)C(=O)c2ccccc2S3(=O)=O)cc1OC
 : -8% | 28% | ?

Limited to TDP43 rescue (3 entries from above):
compound	TDP43 rescue
c1ccc(Nc2c(-c3ccccc3)nc3ncccn23)cc1	13%
CCCc1cc(=O)[nH]c(Nc2ccc(O)cc2C)n1	-4%
COc1ccccc1CN(Cc1ccco1)c1cnc(S(C)(=O)=O)nc1C(=O)Nc1ccccc1Cl	13%

Following part
Each structure is followed by: TDP43 rescue | PTHR1 ag | FUS yeast rescue
CCOc1ccc(-c2nc(Cn3ccn4nc(-c5ccc(OCC)c(Cl)c5)cc4c3=O)c(C)o2)cc1
 : -8% | -20% | -7%
CC(=O)N1CCc2cc(S(=O)(=O)NC(CC(C)C)C(=O)NCc3ccccc3)ccc21 (stereo not drawn)
 : 29% | i | -4%
Cc1cc(Cl)ccc1NC(=O)c1cc2ccccn2n1
 : 30% | -18% | -20%
CSc1nnc2c(n1)OC(c1cccc(O)c1Cl)Nc1ccccc1-2 (stereo not drawn)
 : 0% | -9% | -16%
Cc1ccc(-n2ncc(C(=O)NCCN3CCCC3)c2C2CCN(C(=O)OC(C)(C)C)CC2)cc1
 : -4% | ? | ?
COc1ccc(Nc2nc3cc(Cl)c(Cl)cc3n3cnnc23)cc1Cl
 : 0% | -19% | -12%
Cc1cccc(CC(=O)NCCc2sc3nc(-c4ccc(F)cc4)nn3c2C)c1
 : ? | -8% | 19%
CC(=O)Nc1ccc(NC(=O)CCc2c(C)nc3c(c(C)nn3-c3ccc(C)cc3)c2C)cc1
 : 17% | 20% | 8%
Cc1ccc(C(=O)c2oc3ccccc3c2NC(=O)c2cc(=O)c3cc(C)ccc3o2)cc1
 : ? | -8% | 10%
Cc1cccc(C)c1-n1ncc(C(=O)NC2CCCC2)c1C1CCN(C(=O)OC(C)(C)C)CC1
 : 19% | i | 29%

(next part)
Each structure is followed by: TDP43 rescue | PTHR1 ag | FUS yeast rescue
CCOCCCNC(=O)c1cnc2sc(N3CCCCCC3)nn2c1=O
 : 6% | i | 6%
Cc1cccc(CCNC(=O)c2cnc3c(C)cccn3c2=O)c1
 : 28µM* | -53%[inhibitor] | -22%
Cc1ccccc1-c1nnc(CN2CCN(c3cc(Cl)ccc3C)CC2)o1
 : ? | -49%[inhibitor] | 44%
CCN(C(=O)c1cc2c(=O)oc3ccc(C)cc3c2s1)c1ccccc1C
 : -4% | -78%[inhibitor] | -15%
COc1ccc(CNS(=O)(=O)c2ccc(-c3cc(C(F)(F)F)on3)s2)cc1OC
 : 15% | -74%[inhibitor] | ?
CCCNC(=O)C1CCC(Cn2c(=O)c3sccc3n(CC(=O)Nc3ccccc3C)c2=O)CC1 (stereo not drawn)
 : 17% | i | -8%
Cc1ccccc1OCC(=O)N(Cc1ccc(N(C)C)cc1)CC1CCCO1 (stereo not drawn)
 : 9% | i | 1%
COc1ccc(CCN2CCC(CNC(=O)c3cnn(-c4cccc(Cl)c4)c3C3CCN(C(=O)OC(C)(C)C)CC3)CC2)cc1
 : 6% | -18% | ?
CC(NC(=O)C1CCN(C(=O)N2CCOc3ccc(Cl)cc32)CC1)c1ccccc1 (stereo not drawn)
 : 0% | i | 10%
Cc1cc(-c2ccc(C)c(S(=O)(=O)NC(c3cccs3)C(C)C)c2)on1 (stereo not drawn)
 : ? | -43%[inhibitor] | ?

Carrying on:
Each structure is followed by: TDP43 rescue | PTHR1 ag | FUS yeast rescue
O=C1c2[nH]nc(-c3ccc(Br)cc3)c2C(c2cccc(O)c2)N1c1ccc(Cl)cc1 (stereo not drawn)
 : 33% | -19% | 31%
COc1cccc(NC(=O)C(CCSC)NC(=O)C2CCC(C)CC2)c1 (stereo not drawn)
 : 26% | i | -14%
CCN(C(=O)C1CCC(CNS(=O)(=O)c2cccc3nsnc23)CC1)c1cccc(C)c1 (stereo not drawn)
 : 18% | -21% | ?
Cc1nn(C)c2c1c(-c1ccccc1)cc(=O)n2Cc1ccccc1C#N
 : -18% | i | 35%
CCc1ccccc1NC(=O)N1CCCn2nc(C)cc21
 : 4% | i | -2%
COc1cc(-c2ccno2)ccc1S(=O)(=O)N1CCN(c2cc(C)ccc2C)CC1
 : 6% | i | 26%
Cc1ccc(-c2nn3c(C)nnc3c3ccccc23)cc1S(=O)(=O)NCC(C)O (stereo not drawn)
 : 7%[9.22 µM] | i | 2%
CCCN(C(=O)c1cn(CC(C)C)c(=O)c2cc(OC)c(OC)cc12)c1cccc(C)c1
 : 3% | -20% | 29%
CCOC(=O)Cc1ccc(NC(=O)NC(C)c2c(-n3cccc3)sc(C)c2C)cc1 (stereo not drawn)
 : 12% | -11% | -9%
CCOc1ccccc1-c1noc(CSc2nnc(-c3ccccc3)n2-c2ccc(F)cc2)n1
 : 13% | -32%[inhibitor] | 6%
CCOc1ccc2oc(=O)cc(CN3CCN(c4ccccc4)CC3)c2c1
 : 6% | -44%[inhibitor] | -11%
CCOc1ccc(C(=O)N2CCc3cc(OC)c(OC)cc3C2COc2ccc3c(C)cc(=O)oc3c2)cc1OCC (stereo not drawn)
 : 0% | i | 16%

Assay outcomes: PubChem, National Center for Advancing Translational Sciences (NCATS)
